# PAFAH1B2 FP inh – PAFAH1B2 enzyme inhibitors, primary screen, biochemical, fluorescence polarization, human; Platelet-activating factor acetylhydrolase IB subunit alpha2 (Homo sapiens), P68402; recombinant PAFAH1B2, FP-rhodamine activity probe; inhibition, % at 3.39 µM; actives 1.2% (n = 340,000);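 active = inhibition above the mean of all tested compounds plus 3 SD, cut at about 24% in these data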;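 also: 0% = enzyme with DMSO and 100% = wells lacking PAFAH1B2; many of its hits are not listed in these tables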
# PAFAH2 FP inh – PAFAH2 enzyme inhibitors, primary screen, biochemical, fluorescence polarization, human; inhibition, % at 3.39 µM; Platelet-activating factor acetylhydrolase 2, cytoplasmic (Homo sapiens), Q99487; actives 0.99% (n = 340,000); recombinant PAFAH2, FP-rhodamine activity probe; AID 492956, 2010;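 active = inhibition above the mean over all tested compounds plus 3 SD, cut at about 30% in these data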;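 also: inhibitors block probe labeling of enzyme so polarization drops; 0% = enzyme with DMSO and 100% = wells lacking PAFAH2 protein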
# Fam108B inh – mouse Fam108B serine hydrolase inhibitors, primary screen, counter-screen for RBBP9 inhibitor project, biochemical, fluorescence polarization; AID 1947, 2009; actives 0.33% (n = 300,000); inhibition, % at 9.51 µM; recombinant Fam108B, FP-Rh probe fluorescence polarization;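 active = inhibition above the screen mean inhibition plus 3 SD, computed separately per campaign, cut at about 18% in these data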;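 also: inhibitors lower polarization as less probe binds the enzyme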
# PAD4 inh – human PAD4 inhibitors, primary screen, biochemical, fluorescence polarization, 1536-well format | AID 485272, 2010 | actives 0.41% (n = 330,000) | recombinant PAD4, RCA probe fluorescence polarization | Protein-arginine deiminase type-4 (Homo sapiens), Q9UM07 | inhibition, % at 6.36 µM;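 active = percent inhibition above a cutoff equal to the mean of all tested compounds plus 3 SD, cut at about 15% in these data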;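 also: 0% = PAD4 with RCA probe and DMSO and 100% = probe without PAD4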
# pPAFAH inh – pPAFAH enzyme inhibitors, primary screen, biochemical, fluorescence polarization, human. Platelet-activating factor acetylhydrolase (Homo sapiens), Q13093. recombinant pPAFAH, FP-rhodamine probe fluorescence polarization. inhibition, % at 3.39 µM. actives 1.5% (n = 330,000);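 active = inhibition above the mean inhibition across the screen plus 3 SD, cut at about 25% in these data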;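 also: inhibitors block binding of the rhodamine activity-based probe so polarization drops; 0% = enzyme with DMSO and 100% = wells lacking pPAFAH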
# Target sequence (Q13093 whole entry, looked up): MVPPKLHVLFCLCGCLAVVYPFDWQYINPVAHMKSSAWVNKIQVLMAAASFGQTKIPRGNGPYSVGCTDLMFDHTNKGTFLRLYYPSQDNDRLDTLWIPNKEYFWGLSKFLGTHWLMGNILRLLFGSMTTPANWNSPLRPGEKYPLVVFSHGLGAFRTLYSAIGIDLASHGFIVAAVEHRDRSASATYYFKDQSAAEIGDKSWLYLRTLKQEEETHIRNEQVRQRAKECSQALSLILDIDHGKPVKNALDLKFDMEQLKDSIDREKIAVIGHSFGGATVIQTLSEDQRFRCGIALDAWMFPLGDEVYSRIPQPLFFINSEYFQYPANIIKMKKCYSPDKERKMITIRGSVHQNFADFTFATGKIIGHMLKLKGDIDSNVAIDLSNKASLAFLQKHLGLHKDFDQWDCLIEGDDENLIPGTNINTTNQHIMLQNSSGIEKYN
# PAFAH1B3 inh – PAFAH1B3 enzyme inhibitors, primary screen, biochemical, fluorescence polarization, human; recombinant PAFAH1B3, FP-rhodamine probe; inhibition, % at 3.39 µM; actives 0.28% (n = 340,000);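 active = inhibition above the screen-wide average of all tested compounds plus 3 SD, cut at about 25% in these data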;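 also: 0% = enzyme with DMSO only and 100% = wells lacking PAFAH1B3 protein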
# Target sequence (Q15102 whole entry, looked up): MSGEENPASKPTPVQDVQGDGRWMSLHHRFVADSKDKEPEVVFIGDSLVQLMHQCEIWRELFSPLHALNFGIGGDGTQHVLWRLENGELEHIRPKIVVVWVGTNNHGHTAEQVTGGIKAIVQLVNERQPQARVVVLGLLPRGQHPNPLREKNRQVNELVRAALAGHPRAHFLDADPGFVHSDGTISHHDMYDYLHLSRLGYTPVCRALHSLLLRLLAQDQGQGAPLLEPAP
# PME-1 primary – PME-1 inhibitors via competitive probe labeling, primary screen, biochemical, fluorescence polarization, FP-Rh probe, HTS | actives 0.53% (n = 320,000) | recombinant PME-1 | Protein phosphatase methylesterase 1 (Homo sapiens), Q9Y570 | inhibition, % at 5.9 µM;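 active = inhibition above the campaign mean of all compounds plus 3 SD, cut at about 26% in these data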;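 also: competitive labeling of PME-1 active site by serine hydrolase directed probe; 0% = PME-1 with DMSO and 100% = wells lacking PME-1 enzyme; inhibitors block probe labeling so polarization falls and inhibition rises; many of its hits are not listed in these tables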
# LYPLA1 inh – LYPLA1 inhibitors, primary screen, counter-screen for PME1 inhibitor project, biochemical, fluorescence polarization, FP-Rh probe ABPP | Acyl-protein thioesterase 1 (Homo sapiens), O75608 | recombinant LYPLA1 | inhibition, % at 5.9 µM | actives 0.16% (n = 320,000) | AID 2174, 2009;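 active = inhibition above the mean of all tested compounds plus 3 SD, set per campaign, cut at about 14% in these data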;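 also: inhibitors block serine hydrolase probe labeling of LYPLA1 so polarization falls; 0% = enzyme with DMSO and 100% = wells lacking LYPLA1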
# GSTO1 inh – inhibitors of recombinant GSTO1, primary screen, counter-screen for RBBP9 inhibitor project, biochemical, fluorescence polarization | actives 1.1% (n = 300,000) | inhibition, % at 5.96 µM | Glutathione S-transferase omega-1 (Homo sapiens), P78417 | AID 1974, 2009 | activity-based probe fluorescence polarization;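 active = inhibition above the campaign mean inhibition plus 3 SD, cut at about 35% in these data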;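 also: 0% = GSTO1-1 with DMSO and 100% = wells lacking GSTO1-1 enzyme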
# Target sequence (P78417 whole entry, looked up): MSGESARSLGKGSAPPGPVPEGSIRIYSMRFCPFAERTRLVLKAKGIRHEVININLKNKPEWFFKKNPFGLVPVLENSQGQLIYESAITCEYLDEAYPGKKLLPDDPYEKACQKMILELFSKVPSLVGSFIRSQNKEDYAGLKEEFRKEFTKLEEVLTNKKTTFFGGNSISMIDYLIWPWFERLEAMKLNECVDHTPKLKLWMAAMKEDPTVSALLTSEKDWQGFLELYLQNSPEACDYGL
# An asterisk follows results filed as active; . = not tested or not shown. Only part of the results is shown; count on the stated rates, not on these rows.
SMILES,PAFAH1B2 FP inh,PAFAH2 FP inh,Fam108B inh,PAD4 inh,pPAFAH inh,PAFAH1B3 inh,PME-1 primary,LYPLA1 inh,GSTO1 inh
O=C(Cn1c(=O)cnc2ccccc21)N1CCN(S(=O)(=O)c2ccc(F)cc2)CC1,6,0,1,3,3,2,16,4,9
Cc1cc([N+](=O)[O-])ccc1NC(=O)C1CCCO1 (centres undefined),12,-1,-5,-2,-3,12,-6,-3,-1
N/C(=N\N=C\c1cccc([N+](=O)[O-])c1)c1nonc1N,.,.,-2,0,-2,.,0,1,-11
CCCn1nnnc1NCc1cc(Br)ccc1OC,4,2,-5,2,-2,12,-10,0,11
Cc1ccc(C(C(=O)NCc2ccccc2)N(C(=O)c2csnn2)C2CC2)cc1 (centres undefined),0,3,-2,-7,2,3,-3,-2,7
O=C(NNC(=O)C1[C@H]2CCCC[C@@H]12)c1ccc(=O)oc1 (some centres undefined),5,12,2,0,12,7,-6,-4,-1
CCCCOC(=O)c1ccc(NC(=O)c2ccoc2C)cc1,1,-3,-9,0,-5,-2,-12,-7,-7
Cc1ccc(C)c(-n2c(-c3ccncc3)n[nH]c2=S)c1,1,-2,2,1,2,8,-2,2,-1
COc1ccc(O)c(C(=O)c2cc(C(=O)NCCc3ccccc3)c(=O)n(CCc3ccccc3)c2)c1,-4,-23,-10,3,2,-10,-14,-11,-7
O=C(CN1CCCCC1)NNC(=O)c1cccc(Br)c1,7,4,-2,3,5,14,-4,-1,8
O=C(CSc1nc(-c2ccccc2)cs1)Nc1nccs1,-11,-37,-23,1,-14,-25,-30,-11,0
Cc1cccc(N2CCN(C(=O)COc3ccc4c(C)cc(=O)oc4c3C)CC2)c1C,0,1,-4,5,23,4,-5,-5,8
CCC(C)[C@H](NC(=O)NCc1cccnc1)C(=O)OC (some centres undefined),10,7,2,-4,0,8,0,1,0
CC(C)CCn1c(O)c(N=NC(=O)Cn2ccc(C(F)(F)F)n2)c2ccccc21,5,-1,2,6,7,4,-3,0,2
COc1ccc(NC(=O)CCCn2cnc3ccccc3c2=O)c(OC)c1,4,0,2,-4,1,6,0,-1,-3
COc1ccc(NC(=O)c2ccc(Br)c(S(=O)(=O)N3CCOCC3)c2)cc1,4,5,-1,1,-3,8,1,5,4
COc1ccc(-c2nc(CN3CCCCC3c3nccn3C)c(C)o2)c(C)c1C (centres undefined),0,6,4,-5,7,3,-4,1,-3
CCOC(=O)CSc1nc2nc(C)cc(C)n2n1,-2,0,2,-8,5,9,7,-3,-9
CN(CCO)c1ncnc2c1sc1nc(N3CCOCC3)c3c(c12)CCC3,2,-7,-2,-4,8,-2,1,-2,-5
CCC1CCCCN1CCCNC(=O)C1CCC(Cn2c(=O)[nH]c3ccccc3c2=O)CC1 (centres undefined),-1,4,-2,-5,2,5,-11,3,-4
O/N=C1\CCCc2nnc3c(c21)CCCC3,1,-5,-2,1,4,8,-3,1,-9
CCOC(=O)C1CCN(C(=O)c2ccc3c(=O)n4c(nc3c2)CCCCC4)CC1,-5,4,0,2,4,2,-2,2,0
Clc1nc2c(-c3ccccc3)nnn2c2ccccc12,-2,-8,-27,7,-6,1,-20,0,-42
C#CCOC(=O)/C(=C/C=C/c1ccccc1)NC(=O)c1ccccc1,-1,4,2,-1,6,0,-1,-4,-4
Cc1ccc(OCC(=O)Nc2cnn(CCCC(=O)O)c2)c([N+](=O)[O-])c1,7,2,4,-4,2,7,-1,0,-9
COc1ccc(NC2c3ncccc3C(=O)N2Cc2ccccc2)c(OC)c1 (centres undefined),-1,3,6,-4,5,1,3,0,2
O=C(O)C1=C[C@H](c2ccc(F)cc2)C[C@H](OCc2ccc(CO)cc2)O1,-1,-6,-4,0,0,-2,-3,-1,4
CCOn1c(SCC)nc2ccccc2c1=O,1,-3,2,-5,2,3,-7,5,-2
Cc1c(Br)c(C(F)(F)F)nn1CC(=O)NCc1ccco1,6,3,5,-5,3,0,1,-1,-4
C[C@H]1CN([C@@H](C)CO)C(=O)c2cccc(NC(=O)Nc3ccc(C(F)(F)F)cc3)c2O[C@@H]1CN(C)S(=O)(=O)c1ccc(Cl)cc1,3,-29,.,0,1,-42,.,.,.
CC[C@@H]1C/C=C\Cc2ccccc2[C@@H](C(=O)C[C@@H](O)CC(C)=O)OC1=O,6,-4,.,-9,1,5,.,.,.
Cc1c(C(=O)NCCCN2CCCCC2)oc2ccc3c(c12)C(O)CC1(CCCCC1)O3 (centres undefined),-7,5,-2,-8,5,2,-10,-4,0
COc1ccc(/C=N/NC(=O)c2ccccc2OC)cc1COc1ccccc1[N+](=O)[O-],3,0,-12,2,5,2,-11,-5,-1
CCCCN(CCCC)C(=S)NC(=O)c1ccccc1Cl,15,3,-5,3,10,4,0,2,1
O=C1CSC(c2ccccn2)N1c1ccc(C(F)(F)F)cc1 (centres undefined),-2,-5,4,3,-2,-3,3,1,2
CC(c1ccccn1)N(C)C(=O)c1ccc2nc(Cc3cccc(Cl)c3)oc2c1 (centres undefined),-4,-1,1,0,2,2,5,0,9
Cc1cc(C)cc(N(C(=O)c2snc(C(N)=O)c2N)C(C(=O)NCC2CCCO2)c2ccc(C)o2)c1 (centres undefined),2,1,-1,-3,1,11,-2,0,-5
Cc1cc(NCCO)nc(N2CCOCC2)n1,4,-2,2,2,0,1,3,1,8
O=C1c2cccc3c(N4CCCCC4)ccc(c23)C(=O)N1c1ccc(O)cc1,0,-7,1,-1,1,1,-4,-4,3
CC1Cc2ccccc2N1S(=O)(=O)c1cccs1 (centres undefined),-31,-48,-7,-6,5,-36,-2,0,-8

# The last 3 records of the section above are carried over, then new ones follow.
SMILES,PAFAH1B2 FP inh,PAFAH2 FP inh,Fam108B inh,PAD4 inh,pPAFAH inh,PAFAH1B3 inh,PME-1 primary,LYPLA1 inh,GSTO1 inh
Cc1cc(NCCO)nc(N2CCOCC2)n1,4,-2,2,2,0,1,3,1,8
O=C1c2cccc3c(N4CCCCC4)ccc(c23)C(=O)N1c1ccc(O)cc1,0,-7,1,-1,1,1,-4,-4,3
CC1Cc2ccccc2N1S(=O)(=O)c1cccs1 (centres undefined),-31,-48,-7,-6,5,-36,-2,0,-8
CN1CCN(c2ccc(NC(=O)c3ccc(Cl)cc3Cl)cc2)CC1,2,8,2,-1,7,10,-3,-1,-3
CCC(NC(=O)c1ccccc1NC(=O)C(C)(C)C)C(=O)N1CC(C)OC(C)C1 (centres undefined),1,6,.,-4,-4,3,.,.,.
COc1ccc(CC(=O)NCc2nnc(SCC(=O)Nc3ncc(C)s3)n2C)cc1,4,4,3,-2,3,10,2,1,3
O=C(NC(=S)Nc1ccc2[nH]c(=O)[nH]c2c1)c1ccccc1Cl,-3,0,1,-5,-1,2,6,-10,-6
Cc1cccc(NC(=S)N2CCC(NC(=O)c3cccc(F)c3)CC2)c1,1,-2,-2,-2,4,2,2,-1,-9
COc1cccc(/C=C2\Sc3ccc(C(=O)NCc4cccnc4)cc3N(C)C2=O)c1,-3,1,2,-1,2,9,3,-5,-9
CC1CCN(CCC(=O)Nc2ccc(Br)cc2)CC1,5,2,-4,-3,0,-3,-3,2,0
CC(Sc1nnc(-c2ccccc2F)n1C)C(=O)NC1CCCCC1 (centres undefined),2,-1,.,1,-11,-6,1,-1,.
O=S(=O)(c1ccc(OCc2nc3ccccc3s2)c(Cl)c1)N1CCOCC1,2,-6,-3,-1,-1,5,-12,-4,8
Cn1ccnc1Sc1cc(NCCCO)c([N+](=O)[O-])c2nonc12,4,6,1,-7,9,16,3,5,15
CN(CCNC(=O)CN1CCN(Cc2ccccc2Cl)C1=O)Cc1ccccc1,4,-6,4,-3,8,12,2,5,4
COc1ccc(CNCc2cc3c(cc2[N+](=O)[O-])OCO3)cc1,0,0,6,-2,8,9,-1,-2,27
CCOc1ccc(N(CC)C(=O)c2cn(CC)c(=O)c3cc(OC)c(OC)cc23)cc1,-3,1,0,0,-1,-6,5,-2,1
COc1cccc(/C=C2/NC(=O)NC2=O)c1OCC(=O)Nc1ccccc1,2,4,1,-3,-2,11,6,-1,2
CN(C)CCOC1c2ccccc2-c2ccccc21,7,-4,0,-4,6,0,-4,-3,5
CC(C)(C)c1cc(C(=O)NCc2cc(F)cc3c2OCOC3)n(Cc2ccccc2)n1,1,2,-3,2,0,-1,-9,-5,5
Cc1ccc(-n2nc3c(c2NC(=O)C(C)(C)C)CS(=O)(=O)C3)cc1,2,8,2,-1,2,8,-5,-6,-1
COc1ccc(NC(=O)c2ccccn2)cc1,-3,2,0,3,2,0,1,2,6
Cc1cc(-c2ccc(C)c(S(=O)(=O)NCc3ccc(OC(C)C)cc3)c2)on1,2,8,1,-4,1,-2,-1,-3,7
CCCC(=O)Nc1cc(C(=O)O)ccc1S(=O)(=O)c1ccc(Cl)cc1,7,2,1,-1,4,4,-2,0,6
C[C@H](CO)N1C[C@H](C)[C@@H](CN(C)S(=O)(=O)c2ccccc2)Oc2c(NC(=O)Nc3ccc(C(F)(F)F)cc3)cccc2C1=O,26*,-29,.,-3,12,-11,.,.,.
C/C(=N\NC(=O)Cn1cc([N+](=O)[O-])cn1)c1ccco1,5,-7,2,0,5,3,3,1,-6
O=C(NC1CC1)C1=C[C@@H](c2c[nH]c3ccccc23)C[C@@H](OCc2ccc(CO)cc2)O1,3,6,8,-13,1,1,5,0,22
COc1ccc2sc(NC(=O)NC(=O)c3c(Cl)cccc3Cl)nc2c1,0,0,1,-1,6,-2,1,-4,-8
CS(=O)(=O)N1N=C(c2cccs2)CC1c1ccc(F)cc1 (centres undefined),6,-4,-3,1,2,2,2,-6,-6
Cc1nc(SCC(=O)Nc2cc(C)on2)c2c3c(sc2n1)CCCC3,-1,-11,-1,1,-7,0,2,2,5
COCCCNC(=O)/C(C#N)=C/c1c(N2CCN(C)CC2)nc2c(C)cccn2c1=O,3,-1,-3,-1,6,5,-1,4,-1
O=C(CN1CCN(Cc2ccccc2Cl)CC1)N/N=C/c1ccccn1,4,8,0,-3,1,-6,-4,-2,-1
Cc1ccc(S(=O)(=O)CCC(=O)NCc2ccc(Cl)cc2)cc1,-1,-1,0,-6,-2,0,-4,0,-1
COc1cc(NC(=O)c2ccccc2OCc2ccccc2)cc(OC)c1OC,-2,-1,4,-1,7,9,3,-2,1
CN1C(=O)N(c2nnc(C(C)(C)C)s2)C(=O)C1c1ccccc1 (centres undefined),8,0,-1,0,7,8,1,1,4
CCN1CC=C2C(C1)C(c1ccc(Cl)s1)C(C#N)=C(N)C2(C#N)C#N (centres undefined),11,7,0,6,11,-9,11,3,8

# Bioassay records as filed in PubChem.
